SENP6 block = SENP6 protease inhibitors, primary screen, biochemical, luminescence, uHTS | hit rate 1.8% among 330,000 | Sentrin-specific protease 6 (Homo sapiens), Q9GZR1 | Recombinant SENP6 catalytic domain, aminoluciferin luminescence | inhibition, % at 10 µM;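 active = inhibition above about 50% at the single tested dose, limit read from the data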;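 also: plate controls were DMSO wells with enzyme for no effect and DMSO wells lacking enzyme for full effect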
Target sequence (Q9GZR1 628-1112 limits assumed): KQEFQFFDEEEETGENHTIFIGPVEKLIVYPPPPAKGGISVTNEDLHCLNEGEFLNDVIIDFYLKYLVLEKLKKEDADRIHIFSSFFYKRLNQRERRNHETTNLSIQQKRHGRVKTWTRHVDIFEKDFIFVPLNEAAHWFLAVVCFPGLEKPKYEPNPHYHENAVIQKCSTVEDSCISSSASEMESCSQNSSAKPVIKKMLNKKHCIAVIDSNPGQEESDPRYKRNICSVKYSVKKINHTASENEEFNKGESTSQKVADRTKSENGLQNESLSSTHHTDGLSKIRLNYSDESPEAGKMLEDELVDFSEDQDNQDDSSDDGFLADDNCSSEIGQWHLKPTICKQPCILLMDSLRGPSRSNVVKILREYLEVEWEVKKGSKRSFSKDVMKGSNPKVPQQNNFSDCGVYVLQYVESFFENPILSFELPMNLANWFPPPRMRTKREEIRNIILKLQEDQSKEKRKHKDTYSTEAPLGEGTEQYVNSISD
PfG6PD inh = PfG6PD enzyme inhibitors, primary screen, biochemical, fluorescence intensity, uHTS; PfGluPho enzyme, NADPH resazurin-diaphorase fluorescence; inhibition, % at 20 µM; hit rate 0.78% among 350,000; AID 504690, 2011;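 active = inhibition reaching at least a set limit at 20 µM in the primary screen, cut at about 59% in these data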;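 also: 0% = DMSO wells with substrate and 100% = DMSO wells lacking glucose-6-phosphate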
SENP1 FRET inh = human SENP1 catalytic domain inhibitors, primary screen, biochemical, FRET, uHTS | inhibition, % at 10 µM | AID 624204, 2012 | hit rate 0.21% among 360,000 | Sentrin-specific protease 1 (Homo sapiens), Q9P0U3 | recombinant SENP1 catalytic domain, CyPet-SUMO1-YPet FRET cleavage;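 active = inhibition at least 30% at 10 µM, raw YFP signal under a set limit, fluorescence ratio 0.5 to 1.5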;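 also: 0% = enzyme with DMSO and 100% = no enzyme wells; some results filed as inactive read as strong as hits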
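Material: hSENP1 catalytic domain, recombinant; medium: Tris pH 8 with BME, BSA, NP40 and catalase; compound: single concentration of 10 µM compound, 0.5% DMSO final; technique: FRET read of cyan and yellow fluorescence; timing: 50 min enzyme reaction, room temperature, light-protected; reagent: SFCypet-SUMO1-SFYpet substrate at 25 nM; control set: no-enzyme low, enzyme-DMSO high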
hIAP activ = human IAP activators, primary screen, biochemical, luminescence, uHTS; Intestinal-type alkaline phosphatase (Homo sapiens), P09923; activation factor at 10 µM; hit rate 0.16% among 330,000; purified human IAP, CDP-Star luminescence, 30 min; hits give high values; 1 = vehicle-only enzyme, 0 = enzyme-free background;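 active = activation factor of the enzyme at least 2-fold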; also: the source names both 10 and 20 µM as test concentration; values of inactives mirror those of a sister screen read the other way
MPTP block = mitochondrial permeability transition pore inhibitors, primary screen, biochemical, isolated mouse mitochondria, absorbance | inhibition, % at 10 µM | Ca2+ swelling absorbance, 30 min | hit rate 1.4% among 360,000;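 active = inhibition of 50% or more, scaled per plate between neutral and stimulator controls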;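 also: 0% = DMSO wells given calcium and 100% = 1 mM EGTA wells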
SENP8 inh = human SENP8 protease inhibitors, primary screen, biochemical, fluorescence, Nedd8 protein substrate, uHTS. inhibition, % at 20 µM. hit rate 0.64% among 360,000. Sentrin-specific protease 8 (Homo sapiens), Q96LD8. recombinant SENP8. AID 602440, 2012; in the data active = inhibition mostly above about 40%, no sharp cut-off; inactive = mostly below about 27%
Target sequence (Q96LD8 whole entry, looked up): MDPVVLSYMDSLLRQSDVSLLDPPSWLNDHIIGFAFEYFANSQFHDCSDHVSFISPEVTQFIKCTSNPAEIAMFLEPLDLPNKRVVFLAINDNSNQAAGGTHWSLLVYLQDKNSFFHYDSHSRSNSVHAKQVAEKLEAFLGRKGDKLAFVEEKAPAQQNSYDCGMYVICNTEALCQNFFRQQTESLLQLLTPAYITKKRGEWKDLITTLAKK
NR3A LBD binder = binders of NR3A ligand-binding domain, primary screen, biophysical, differential scanning fluorimetry, uHTS; NR3A LBD differential scanning fluorimetry, Tm shift; 0% = protein alone, 100% = glycine-bound protein; Glutamate receptor ionotropic, NMDA 3A (GRIN3A) ligand-binding domain; Tm shift relative to glycine control, % at 25 µM; hit rate 2.5% among 340,000;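 active = melting temperature shift of at least 10% of the positive control shift, at one fixed dose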
ATG4B inhibitor = ATG4B protease inhibitors, primary screen, biochemical, fluorescence, uHTS | Cysteine protease ATG4B (Homo sapiens), Q9Y4P1 | ATG4B cleavage of LC3-PLA2, NBD-HPC fluorescence, 1 h | inhibition, % at 8.33 µM | hit rate 0.51% among 340,000; in the data active = inhibition above about 40%
Target sequence (Q9Y4P1 whole entry, looked up): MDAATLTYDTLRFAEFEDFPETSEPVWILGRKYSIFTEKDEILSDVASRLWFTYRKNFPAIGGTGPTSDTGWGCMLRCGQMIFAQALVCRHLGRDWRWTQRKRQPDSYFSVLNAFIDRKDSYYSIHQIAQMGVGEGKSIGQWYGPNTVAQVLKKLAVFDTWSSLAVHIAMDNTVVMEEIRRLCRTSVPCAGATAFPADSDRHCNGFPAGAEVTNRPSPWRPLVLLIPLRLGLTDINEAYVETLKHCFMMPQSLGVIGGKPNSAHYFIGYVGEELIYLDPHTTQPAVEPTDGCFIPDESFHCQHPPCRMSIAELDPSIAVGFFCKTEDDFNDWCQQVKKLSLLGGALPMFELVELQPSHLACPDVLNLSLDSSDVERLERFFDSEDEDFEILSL
The depositor's hits bear a star; nt = no result given. An unsorted share of the library; overall some 6.7% were active at least once.

Each structure is followed by: SENP6 block, PfG6PD inh, SENP1 FRET inh, hIAP activ, MPTP block, SENP8 inh, NR3A LBD binder, ATG4B inhibitor
CCC(=O)Nc1nonc1-c1nc2ccccc2n1Cc1cccc2ccccc12
 : -21.0, -4.1, -8.8, 0.974, 12.7, -127.2, 0.1, -8.5
CNC(=O)COc1ccc2oc3c(c2c1)CCCC3
 : -3.2, -0.1, 2.8, 0.906, 1.0, 5.6, -1.7, -1.5
COc1cccc(C(=O)Oc2ccccc2/C=C\C(=O)c2cc3ccccc3o2)c1
 : nt, 18.3, -1.8, nt, 4.3, 19.3, -4.9, 9.5
O=C(c1cc(COc2ccc(-n3cncn3)cc2)on1)N1CCCC1
 : -2.9, -10.0, -0.7, 1.21, 0.2, 4.9, -8.0, 2.3
Cc1cc(C)cc(NC(=O)C2C3C=CC4(O3)C2C(=O)N(CCCN2CCCCC2)C4C(=O)NC2CCCCC2)c1 (stereo not drawn)
 : -20.4, 1.1, 1.1, 1.11, 0.0, 2.7, -2.0, -4.7
CN1C(c2ccccc2)=NO[C@]1(C)c1ccccc1
 : -17.2, -1.0, 1.4, 0.832, 2.5, 10.7, -0.1, -4.1
CCOC(=O)C1CCCN(C2CC(=O)N(c3cccc(C(F)(F)F)c3)C2=O)C1 (stereo not drawn)
 : -0.5, 13.9, 0.3, 1, 1.5, 11.7, 0.8, -7.2
Cc1ccc(OCC(=O)Nc2cccc(S(=O)(=O)N3CCCC3)c2)cc1C
 : nt, 9.2, -0.5, nt, 0.2, 11.6, nt, nt
Nn1c(Nc2ccccc2)nc2ccccc21
 : 66.7*, -1.5, 1.7, 0.862, 1.7, 24.2, -2.0, 1.9
CC(O)[C@H]1CC[C@H]2[C@@H]3CC[C@H]4C[C@@H](O)CC[C@]4(C)[C@H]3C(=O)C[C@]12C (stereo partly drawn)
 : 4.3, 4.1, 1.6, 1.1, 0.3, 13.3, -4.4, -6.8
COC(=O)c1c(NC(=O)c2ccc(OC(C)C)cc2)sc2c1CC(C)(C)NC2(C)C
 : -9.6, -10.0, 0.2, 0.958, 86.9*, -429.3, 3.1, 3.8
Cc1nc(C)c(C(=O)OCC(=O)NCCc2ccc(F)cc2)s1
 : -22.3, 2.7, 0.4, 1.1, -0.6, 6.9, 0.4, -4.0
Cc1ccc(C)c(NC(=O)C2CC3c4ccccc4C2c2ccccc23)c1 (stereo not drawn)
 : -9.1, -3.7, 1.2, 1.02, -0.2, 5.6, -1.4, 2.4
COc1ccc(/C=N\Nc2ccc([N+](=O)[O-])cc2[N+](=O)[O-])c(C(=O)O)c1OC
 : -1.7, -31.8, 0.6, 0.835, 3.7, 47.9*, -0.4, 6.6
CCOC(=O)c1ccc(NC(=O)NNC(=O)CCc2ccc(OC)cc2)cc1
 : 5.4, 1.9, 3.2, 1.63, 0.3, -7.6, 0.1, -0.4
CCC(C)N(C(=O)CSc1nnnn1-c1ccccc1OC)C1CCS(=O)(=O)C1 (stereo not drawn)
 : -11.0, 5.1, 4.1, 0.922, -0.6, 12.4, -2.4, 5.7
CSc1ncc2ncn(C3OC(CO)C(O)C3O)c2n1 (stereo not drawn)
 : -1.7, -1.4, 2.6, 1.04, -1.3, 7.5, 1.4, 2.7
COCCNc1oc(/C=C/c2ccccc2)nc1C#N
 : -15.4, 17.0, -94.0, 1.06, 0.6, -433.8, 9.1, -12.8
C[C@H](O)[C@@H]1CN2CCc3c([nH]c4ccc(-c5ccc6c(c5)OCO6)cc34)[C@@H]2C[C@@H]1N(C)C(=O)Nc1cc(Cl)cc(Cl)c1
 : nt, -6.1, -56.3, nt, 2.0, -49.3, nt, nt
O=S(=O)(Nc1ccccn1)c1ccc(-n2cccn2)cc1
 : -10.5, -27.9, 1.3, 0.828, -1.7, -186.1, 3.4, 6.8
COc1ccc(C2CC(=O)c3ccccc3O2)cc1 (stereo not drawn)
 : 8.5, 0.6, 1.2, 0.967, -1.9, 6.7, -4.8, 14.7
CCCOc1ccc(C(=O)Nn2c(C)nc3ccccc3c2=O)cc1
 : 9.1, -13.8, 2.4, 1.1, -1.0, 2.8, 10.5*, 14.7
C/C(N)=C(/C#N)C(=O)COC(=O)c1ccccc1Oc1ccccc1
 : 3.3, 6.4, 2.6, 1, -0.8, 8.2, 1.9, -7.5
CC(=O)c1ccccc1NC(=O)COC(=O)c1cc(C)oc1C
 : 2.0, 2.2, 0.3, 1.17, -1.8, -5.6, 6.5, -6.5
CCn1c2ccccc2c2cc(C3C(C#N)=C(N)Oc4n[nH]c(COC)c43)ccc21 (stereo not drawn)
 : 17.6, -2.8, -31.8, 1.04, 3.7, -309.9, -11.0, 7.2
CSCCC(NS(=O)(=O)c1ccc(Cl)cc1)C(=O)OCC(=O)NC1CC1 (stereo not drawn)
 : -10.0, -4.7, 3.3, 1.23, -0.7, 13.1, 2.8, -3.1
OCCCN=C1CCCc2c1[nH]c1ccc(Cl)cc21
 : 0.6, 6.8, -8.0, 0.806, -1.9, -92.1, -0.3, -7.8
CCOc1ccc2[nH]c(=O)c(CN(Cc3cccs3)Cc3nnnn3C(C)(C)CC)cc2c1
 : -38.0, 8.4, -1.7, 0.982, 4.1, -288.3, -10.6, -14.4
CC(C)(C)C(=O)COC(=O)c1cc(S(=O)(=O)N2CCCCC2)ccc1N1CCOCC1
 : 0.6, -4.2, 1.4, 0.959, -0.7, -2.1, -1.9, -7.5
Cc1ccc(S(=O)(=O)NCCCn2ccnc2)cc1C(=O)NC(C)C
 : -4.6, 12.0, 0.0, 0.95, 0.1, 12.0, -3.0, -0.4
Cc1ccc(NC(=O)CSc2nnc(NC(=O)c3ccco3)s2)cc1
 : 14.0, -48.8, 0.8, 1, -1.1, -23.5, 12.5*, -2.5
Cc1ccc[n+](-c2[nH]c(=O)sc2/C=N/N=C(\[O-])CCn2c3ccccc3c3ccccc32)c1
 : -14.9, 5.6, 4.9, 1.1, 3.5, 29.9, 0.9, -8.1
CC(O)c1cccc(N=Cc2ccc3ccccc3c2O)c1 (stereo not drawn)
 : 3.0, 29.5, -69.7, 1.21, 0.5, -20.0, -2.9, -4.7
Cc1ccc(-c2noc(CCC(=O)NCc3ccccc3CN3CCOCC3)n2)cc1
 : -12.9, -15.0, -0.6, 0.867, 0.0, 18.3, -1.6, -2.5
O=c1[nH]c(SCc2ccc(Cl)cc2)nc2[nH]ncc12
 : 32.3, -7.0, 1.6, 1.21, 2.3, -5.5, -0.4, -5.3
COc1ccc(NC(=S)Nc2ccc(N)c([N+](=O)[O-])c2)cc1
 : 26.7, 15.7, -0.2, 0.943, 1.9, 15.1, 12.2*, -9.6
CC(=O)c1ccc(S(=O)(=O)N(C)CC(=O)NCC2CCCCC2)cc1
 : 0.7, -12.0, -0.1, 1.06, 0.1, 10.3, -1.0, -6.2
Cc1sc(NC(=O)c2ccco2)c(C(c2ccc(F)cc2)N2CCN(C)CC2)c1C (stereo not drawn)
 : -15.5, 5.3, 1.0, 1.14, 81.8*, -83.1, -1.0, -6.2
COc1cccc(NC(=O)CN(C)C(=O)c2cc3c(s2)CCC3)c1
 : -7.5, 1.1, nt, 1.16, nt, nt, 2.2, 6.9
N#C/C(=N\Nc1ccc(S(=O)(=O)N2CCc3ccccc32)cc1)C(N)=S
 : -19.9, -10.9, 4.2, 0.75, 99.2*, 41.2*, 23.3*, 9.5

Structural class: the compounds so far containing a nitro group on carbon
Each structure is followed by: SENP6 block, PfG6PD inh, SENP1 FRET inh, hIAP activ, MPTP block, SENP8 inh, NR3A LBD binder, ATG4B inhibitor
COc1ccc(/C=N\Nc2ccc([N+](=O)[O-])cc2[N+](=O)[O-])c(C(=O)O)c1OC
 : -1.7, -31.8, 0.6, 0.835, 3.7, 47.9*, -0.4, 6.6
COc1ccc(NC(=S)Nc2ccc(N)c([N+](=O)[O-])c2)cc1
 : 26.7, 15.7, -0.2, 0.943, 1.9, 15.1, 12.2*, -9.6

New compounds follow.
Each structure is followed by: SENP6 block, PfG6PD inh, SENP1 FRET inh, hIAP activ, MPTP block, SENP8 inh, NR3A LBD binder, ATG4B inhibitor
C/C(CC(=O)Nc1ccccn1)=N\NC(=O)c1ccccc1O
 : -24.7, -16.6, -2.9, 1.31, 0.7, -80.2, -1.6, 1.8
Cc1ccc(NC(=O)CCc2c(C)nn(-c3ccc(N4CCOCC4)nn3)c2C)cc1F
 : 8.8, 3.6, -1.2, 1.14, 0.6, -28.0, -4.8, -5.8
COc1ccc(CCNc2c(N)n(Cc3ccccc3)c(=O)[nH]c2=O)cc1OC
 : -6.7, 2.2, -26.3, 1.07, 0.3, -375.9, -9.6, -1.5
CC(=O)c1ccc(-n2nnnc2SCC(=O)Nc2cccc(NC(=O)c3ccco3)c2)cc1
 : 0.1, -2.0, -2.7, 0.747, 26.5, 4.0, 1.7, -1.9
COc1ccc(OC)c(CN2CCN(c3ccc(S(=O)(=O)N4CCCC4)cn3)CC2)c1
 : -0.1, -6.2, 1.1, 1.24, -0.1, -21.3, -1.7, -5.3
CC(=O)c1ccc(OCc2cc(C(=O)N(C)CCOc3ccc(C)cc3)no2)cc1
 : 10.0, 4.3, 1.6, 0.87, 17.8, 4.0, 0.3, -7.1
CCCCCC(=O)Nc1cc(N(C)C)nc2ccccc12
 : -4.1, 1.7, -2.8, 1, 4.1, -270.6, -2.1, -10.7
Cc1ccc(NC(=O)CN2C(=O)COc3ccc(C)cc32)nc1
 : 4.4, -8.6, 0.8, 0.985, 0.4, 9.6, -0.8, 6.1
CC(=O)N1C[C@H]2CON(C)[C@H]2C[C@H]1c1cccc(N2CCOCC2)c1
 : nt, 3.6, 1.3, nt, -0.1, 29.9, nt, nt
Cn1cc([C@@H]2C[C@H]3CN(Cc4cccc(Cl)c4)C(=O)[C@]34CCCN24)c(-c2ccccc2)n1
 : 1.7, 7.5, 0.6, 1.04, 0.6, 18.5, -0.1, -21.4
Cc1cnc(C(=O)OCC(=O)NC(C)c2ccccc2)cn1 (stereo not drawn)
 : -6.3, 4.4, -1.7, 0.946, -1.0, 0.5, 1.1, 6.2
Nc1ccc(C(=O)CC(=O)Nc2ccc(Cl)cc2)cc1
 : -5.5, -5.7, -1.3, 1.04, -0.7, -119.5, 11.8*, 1.2
CCOC(=O)Cn1cc(C#N)c2cccc(CC)c21
 : -18.1, -8.9, -4.4, 1.03, 0.7, -29.5, -0.9, -3.9
Cc1ccc(Cn2c(=N)n(CC(=O)c3ccc([N+](=O)[O-])cc3)c3ccccc32)cc1
 : 6.6, 50.7, 22.4, 1.07, 10.0, 4.0, 0.8, -1.4
Cc1cc(/C=C2/SC(=O)N(CC(=O)N3CCCC3)C2=O)ccc1N1CCOCC1
 : 22.8, -3.2, -36.5, 0.89, -1.8, 0.2, 0.5, 0.6
COc1ccccc1C1=NOC(COC(=O)c2ccc3ccccc3n2)C1 (stereo not drawn)
 : 2.7, 3.0, -0.7, 1.1, 1.0, 4.1, 0.5, -6.0
OC[C@H]1OC(O)[C@@H](O)[C@@H](O)[C@@H]1O (stereo partly drawn)
 : -2.6, -17.1, 0.3, 1.07, -4.3, 6.3, 0.3, -2.6
COc1ccc(C(=O)N2CCn3c(C)ccc3C2C)cc1 (stereo not drawn)
 : -0.6, 15.1, -37.4, 0.939, 1.6, -40.1, -2.5, -18.9
CCc1nc(NCCc2ccccn2)c2nnn(Cc3ccccc3F)c2n1
 : -8.1, 15.0, -4.9, 0.954, -0.8, 8.9, 3.5, -1.2
CC(C)(C)OC(=O)CNC(=O)c1[nH]cnc1C(=O)NC(c1ccccc1)c1ccccc1
 : -15.7, 15.5, 3.8, 1.38, 1.3, 22.8, -9.0, -5.4

Screening results from PubChem.
